# High-throughput results deposited in PubChem by several laboratories.
# hK5 inh: kallikrein 5 (human) inhibition. Q9Y337. recombinant hK5, fluorogenic AMC substrate cleavage. inhibition, % at 5 µM. 210,000 compounds, 0.59% hits;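 active means inhibition of 40% or more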;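 further: 0% = enzyme controls without compound and 100% = no-enzyme blanks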
# Hck Nef HTS: inhibitors of human Hck kinase activated by Nef. P08631. Recombinant Hck-YEEI plus Nef, Z-Lyte FRET kinase assay. inhibition, % at 20 µM. 220,000 compounds, 0.68% hits;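 active means Hck-Nef kinase inhibition above about 50%, limit read from the data; inactive means inhibition below that limit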;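 further: 0% = DMSO with Hck plus Nef and 100% = Hck alone without Nef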
# Rad51 HR inh: blocks human Rad51 in homologous recombination; AID 1385; inhibition, % at 10 µM; Q06609; hRad51 DNA strand exchange, fluorescence dequenching; 200,000 compounds, 0.085% hits;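 active means inhibition above 40% at the single screening dose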;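 further: 0% = DMSO control wells and 100% = blanks with heterologous ssDNA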
#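 material = hRad51 filaments on single-stranded DNA | reagent = Donor/quencher-labelled 47-bp dsDNA substrate | compound = 10 µM final, single point | schedule = strand-exchange reaction 15 min at room temperature | measured by = fluorescein emission 520 nm, excitation 485 nm | read-out basis = % inhibition versus plate control and blank means | benchmarks = plate controls and plate blanks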
# L929 necroptosis: blocks zVAD induced death of L929 cells; viability rescue, % at 10 µM; L929 zVAD necroptosis rescue, ATP luminescence, 24 h; with zVAD 60 µM; 220,000 compounds, 0.38% hits;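 active means activation, scaled between plate controls, above about 75%, limit read from the data; inactive means activation under that limit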;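 further: 0% = zVAD with DMSO and 100% = DMSO alone without zVAD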
# TNF necrop inh: blocks TNF-alpha induced death of Jurkat FADD-/- cells; Jurkat FADD-/- TNF necroptosis rescue, ATP luminescence, 24 h; 0 = TNF only, 100 = no-TNF cells; activation (protection from cell death), % at 10 µM; 220,000 compounds, 0.068% hits; AID 463075;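 active means activation, meaning protection from cell death, of at least 50% relative to plate controls; inactive means activation below 50%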;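 further: necroptosis triggered by 40 ng/mL TNF-alpha added together with compound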
# FXIIa inh: inhibitors of human coagulation factor XIIa; inhibition, % at 5 µM; P00748; purified FXIIa, Boc-QGR-AMC fluorogenic substrate, 2 h; 220,000 compounds, 0.3% hits; in the data active means inhibition above about 40%;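 further: 0% = enzyme with no compound and 100% = blank without enzyme; many of its hits are not listed in these tables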
# KCC2 mod: modulators of human KCC2 chloride dependent transport | Q9H2X9 | KCC2 cells, thallium flux FluoZin-2 fluorescence | B-score of Tl+ flux slope (higher = more flux/activation; lower = inhibition) at 10 µM | 190,000 compounds, 2.2% hits | AID 1456;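 active means thallium flux slope and its plate-corrected score both differing from the plate sample mean at a set confidence after two filtering rounds, in either direction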;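 further: slope of fluorescence scaled to starting intensity during 10 to 20 s after thallium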
# Target sequence (Q9H2X9 whole entry, looked up): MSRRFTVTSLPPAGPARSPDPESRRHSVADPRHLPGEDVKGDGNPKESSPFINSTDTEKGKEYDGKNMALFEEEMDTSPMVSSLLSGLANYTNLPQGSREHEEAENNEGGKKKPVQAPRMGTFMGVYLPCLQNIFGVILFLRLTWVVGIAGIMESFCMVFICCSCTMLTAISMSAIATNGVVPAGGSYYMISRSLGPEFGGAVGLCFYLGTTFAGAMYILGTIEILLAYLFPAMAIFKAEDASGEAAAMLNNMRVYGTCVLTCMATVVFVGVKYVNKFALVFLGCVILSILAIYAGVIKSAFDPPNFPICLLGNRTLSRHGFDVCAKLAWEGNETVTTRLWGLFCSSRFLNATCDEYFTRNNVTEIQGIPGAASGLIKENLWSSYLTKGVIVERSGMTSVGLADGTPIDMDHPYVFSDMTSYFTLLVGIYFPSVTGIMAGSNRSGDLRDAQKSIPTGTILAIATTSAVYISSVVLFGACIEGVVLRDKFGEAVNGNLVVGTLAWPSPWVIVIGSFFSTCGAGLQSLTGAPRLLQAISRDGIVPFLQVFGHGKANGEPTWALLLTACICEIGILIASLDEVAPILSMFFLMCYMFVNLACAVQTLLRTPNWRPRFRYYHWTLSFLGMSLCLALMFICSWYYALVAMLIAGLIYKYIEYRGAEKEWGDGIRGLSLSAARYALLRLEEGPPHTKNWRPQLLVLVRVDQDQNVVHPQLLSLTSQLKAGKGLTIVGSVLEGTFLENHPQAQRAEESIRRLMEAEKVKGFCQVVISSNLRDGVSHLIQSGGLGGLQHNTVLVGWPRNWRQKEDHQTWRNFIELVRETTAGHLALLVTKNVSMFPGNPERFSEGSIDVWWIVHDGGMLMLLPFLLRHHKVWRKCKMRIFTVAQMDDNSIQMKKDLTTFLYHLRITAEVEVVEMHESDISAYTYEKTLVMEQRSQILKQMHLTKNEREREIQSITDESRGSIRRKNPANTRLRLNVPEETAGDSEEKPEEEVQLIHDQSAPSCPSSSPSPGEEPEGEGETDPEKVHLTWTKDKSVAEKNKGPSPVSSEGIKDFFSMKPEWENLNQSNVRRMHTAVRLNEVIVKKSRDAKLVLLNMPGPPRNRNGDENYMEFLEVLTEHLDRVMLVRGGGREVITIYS
# thrombin 1536: inhibitors of human thrombin | P00734 | alpha-thrombin, Boc-VPR-AMC fluorogenic substrate cleavage | inhibition, % at 5 µM | 220,000 compounds, 0.26% hits;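 active means inhibition at or above 40%; inactive means inhibition below 40%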;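 further: 0% = enzyme with no compound and 100% = wells without enzyme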
#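 System – human alpha-thrombin · Medium – pH 7.5 Tris (50 mM) with NaCl 150 mM, Tween 20 0.05% · Compound – single-point dosing at 5 µM, 0.2% DMSO · Incubation – enzyme reaction carried out at room temperature · Technique – fluorescence of released AMC, ex 355 nm, em 460 nm · Read-out basis – % inhibition of thrombin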
# FXIa inh: blocks human coagulation factor XIa protease activity; P03951; purified FXIa, Boc-Glu-Ala-Arg-AMC fluorogenic substrate; inhibition, % at 5 µM; 220,000 compounds, 0.14% hits; AID 798;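 active means inhibition of at least 40%; inactive means inhibition below 40%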;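 further: fluorescence of freed AMC excited at 355 nm; 0% = enzyme without compound and 100% = no enzyme blank; many of its hits are not listed in these tables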
# The depositor's hits bear a star; i = inactive; . = no result given. These rows are one share of the data; count on the stated rates, not on these rows.
SMILES,hK5 inh,Hck Nef HTS,Rad51 HR inh,L929 necroptosis,TNF necrop inh,FXIIa inh,KCC2 mod,thrombin 1536,FXIa inh
O=C(O)C1=C[C@H](c2csc3ccccc23)C[C@H](OCc2ccc(CO)cc2)O1,2,15,5,0.6,0.0,9,0.79,-5,1
CCc1ccc(CNc2ccc(N3CCN(C(C)=O)CC3)cc2)cc1,2,1,-8,0.0,-1.7,34,-0.14,8,22
O=C(C1=C[C@@H]2[C@H]3C(=O)N(c4cccc(Cl)c4)C(=O)[C@H]3[C@@H](C(=O)c3ccc(Cl)cc3)N2C=C1)c1ccccc1,-6,4,-14,3.0,1.3,6,0.016,-4,-7
Cn1c2ccccc2c2cc(C(=O)NNS(=O)(=O)c3ccc(F)cc3)sc21,-6,0,-7,1.7,-3.2,4,.,-5,-6
Clc1ccc(C2=CSC3=NCCN23)cc1Cl,-10,3,16,-0.2,-13,26,0.39,3,13
Cc1nc2ccccc2c2c(N)c3ccccc3n12,-2,15,8,5.3,-3.6,10,0.04,-7,-6
CCC(=O)Nc1cccc(NC(=O)c2ccccc2Cl)c1,-7,20,-68,0.0,-0.4,10,0.93,0,0
CCOC(=O)N1CCC(NC(=O)c2ccc(CO)c(C(=O)NC3CCN(C(=O)OCC)CC3)c2)CC1,-6,12,1,2.4,-0.4,0,0.16,-12,-1
COC(=O)CSc1nc2ccc(NC(=O)c3ccccc3C(=O)N3CCOCC3)cc2s1,-7,-2,-2,1.2,0.8,-5,-0.23,-14,-8
Cc1nnc(SCC(=O)Nc2nc3ccccc3s2)n(N)c1=O,2,3,1,-0.3,0.7,7,0.54,-5,5
CCN1CCN(C(=O)CN(c2ccc(C)cc2)S(C)(=O)=O)CC1,11,-1,5,0.1,1.1,5,.,-6,-5
Cc1nn(C)c(C)c1CNC(=O)c1cnn2c1NC(c1ccccc1)CC2C(F)(F)F (stereo unspecified),-3,1,10,-0.1,-4.3,15,-1.2,0,-3
Cc1cc(C)c2cc(C#N)c(SCC(=O)NCC3CCCO3)nc2c1 (stereo unspecified),6,1,5,0.7,-2.9,0,-0.94,-4,1
COc1ccc2c(c1)C(=O)/C(=C/C=C/c1ccccc1)CC2,-11,-10,-4,0.5,-0.5,16,0.053,2,8
O=C(CS(=O)(=O)c1cn(Cc2ccc(Cl)cc2)c2ccccc12)N1CCCC1,2,7,-3,-0.4,-1.4,17,-1.9,-4,6
CSc1nccc(Nc2ccccc2)c1C#N,2,-1,3,0.8,-2.2,15,.,1,7
O=C1C2C3C=CC(C3)C2C(=O)N1/N=C/c1ccc(-c2ccccc2[N+](=O)[O-])o1 (stereo unspecified),-6,27,7,1.3,1.5,18,-1.5,1,8
C=CCOc1ccc(C2C(C(=O)c3ccco3)=C(O)C(=O)N2c2nnc(C)s2)cc1 (stereo unspecified),1,4,-20,2.2,-0.1,7,-1.3,-7,-2
Cc1ccc[n+](C2C(c3ccc([N+](=O)[O-])cc3)C(C#N)=C([S-])NC2(O)C2CC2)c1 (stereo unspecified),.,26,2,0.3,-0.7,4,0.5,-2,-2
COCCn1c(SCC(=O)NNC(=O)c2ccccc2)nc2ccccc2c1=O,-9,0,11,2.6,-2.0,5,0.65,-11,-1
COc1ccc(C)cc1S(=O)(=O)N(CC(=O)Nc1cccc([N+](=O)[O-])c1)c1ccccc1,-7,3,-4,-0.1,-3.1,9,0.57,-7,3
Cc1cc(NC(=O)c2cc(-c3cccs3)nc3ccccc23)no1,-1,11,8,0.4,-5.7,-5,-0.34,-17,-11
CSC1=NSC2=NC(=O)/C(=C\c3coc4ccccc4c3=O)C(=N)N12,-10,3,i,0.5,0.9,1,i,-1,2
COc1ccc(OC)c(-n2c(=S)[nH]c3cc(C(=O)N4CCC(C(N)=O)CC4)ccc3c2=O)c1,-6,-1,-3,-0.2,-0.9,7,-0.029,-3,-3
CSc1ccccc1C(=O)NCCOc1cccc(C)c1,-1,2,-1,2.1,0.2,.,1.2,-3,-3

# Individual results from the results shown:
# In L929 necroptosis, O=C1C2C3C=CC(C3)C2C(=O)N1/N=C/c1ccc(-c2ccccc2[N+](=O)[O-])o1 (stereo unspecified) is listed with 1.3
# In thrombin 1536, Clc1ccc(C2=CSC3=NCCN23)cc1Cl is listed with 3

# Next part.
SMILES,hK5 inh,Hck Nef HTS,Rad51 HR inh,L929 necroptosis,TNF necrop inh,FXIIa inh,KCC2 mod,thrombin 1536,FXIa inh
CCC(C)NC(=O)c1ccc(CS(=O)(=O)c2ccc(OC)cc2)o1 (stereo unspecified),-22,0,-1,3.6,1.3,3,-0.74,-11,-3
O=C(Nc1ccccc1Br)C1CC(=O)N(c2ccc3c4c(cccc24)CC3)C1 (stereo unspecified),-14,3,0,2.9,-1.0,1,-0.92,-7,0
Cn1c(=O)c2c(nc(CN3CCCCC3)n2CCc2ccccc2)n(C)c1=O,-6,0,13,0.1,-1.2,19,-0.34,2,10
CCOc1cc(Cl)c(NC(=O)c2ccco2)cc1OCC,-11,4,.,0.2,0.0,9,-0.73,-2,4
CCC(Cc1ccccc1)NC(=O)Cn1ncc2ccsc2c1=O (stereo unspecified),-3,20,6,0.0,0.7,1,0.013,9,-7
O=C(Nc1nn[nH]n1)c1cc(-c2ccc(Cl)c(Cl)c2Cl)nc2ccccc12,2,119*,-7,1.6,-0.1,6,-0.034,-5,0
COc1cccc(CNc2ccc(F)c(Cl)c2)c1OC,17,-1,2,0.2,0.2,12,0.62,14,3
CC(C)NC(=O)C(C)n1cccc1C(=O)c1ccccc1 (stereo unspecified),-2,-1,-4,-0.1,-3.2,-4,0.1,-7,1
S=c1[nH]nc(-c2cc(-c3ccccc3)n[nH]2)n1/N=C/c1ccc(Cl)cc1,7,44,5,1.3,-1.0,4,0.033,-4,2
Nc1nc2sc3c(c2cc1C(=O)N1CCOCC1)CCCC3,-22,-2,-3,0.9,0.7,17,.,-3,4
O=C1OC(c2ccccc2)/C(=C(/O)c2ccccc2)C1=O (stereo unspecified),-19,-2,4,0.4,0.4,3,-1.7,-3,4
C=CCOc1nc2c(c(=O)n(C)c(=O)n2C)n1Cc1ccccc1,-1,14,0,-1.0,-0.7,4,-2.1,-3,-1
COc1cc(OC)cc(C(=O)N2CCN(Cc3cccc(F)c3)CC2)c1,-11,1,-1,-0.1,-0.5,6,-0.095,-4,-4
NCCNc1ccc2nnnn2n1,-2,31,-3,-0.2,1.6,4,1.3,-9,0
COc1ccccc1OCc1ccc(C(=O)N2N=C(C(F)F)CC2(O)C(F)F)o1 (stereo unspecified),1,1,.,-1.4,-0.5,4,-3.3*,1,3
O=c1c2cc(N3CCOCC3)ccc2[nH]c(=S)n1CCCN1CCCC1,4,0,-2,0.4,-0.6,4,0.5,-4,-6
COc1ccc(NCC(=O)N/N=C/C(C)c2ccccc2)cc1 (stereo unspecified),-5,17,-3,0.7,0.3,-1,0.16,-14,-11
Cc1ccc(-n2nc(-c3ccco3)cc2C(=O)NCc2cccnc2)cc1,4,3,.,0.4,-5.2,1,-1.7,3,2
COc1cc(C(=O)NCCc2nc3ccccc3n2C)cc(OC)c1OC,-7,8,4,2.9,4.7,13,-0.46,1,6
O=c1oc2ccccc2c2nccnc12,26,1,3,0.6,-1.2,19,-0.19,20,15
Cc1[nH]n(-c2ccccc2)c(=O)c1C=NCc1ccco1,-4,15,-4,-0.2,0.3,5,0.45,.,2
Cn1nnnc1SCC(=O)Nc1ccccc1C(=O)NC1CC1,4,-1,-6,0.3,0.2,9,.,-2,-21
O=C(Nc1nccs1)c1ccc(Cl)s1,1,-1,-3,96*,25,3,1.4,-4,-6
COC(=O)c1cn(Cc2ccccn2)c(=O)c2ccccc12,10,1,-7,2.0,-0.4,3,-0.2,-1,-1
COc1cc(CNc2ccccc2Oc2cc(=O)n(C)c(=O)n2C)cc(OC)c1OC,-8,1,3,-0.2,-3.2,13,-0.95,0,5

# (next part)
SMILES,hK5 inh,Hck Nef HTS,Rad51 HR inh,L929 necroptosis,TNF necrop inh,FXIIa inh,KCC2 mod,thrombin 1536,FXIa inh
COc1ccc(C)cc1NC(=O)CNc1ccc(C(C)=O)cc1,-7,-4,23,-0.4,-0.5,-1,0.38,-2,16
COc1cnc(-c2ccccn2)nc1Sc1ccc(Cl)cc1,-22,2,1,1.3,-9.5,17,.,1,2
O=C1NC(C(F)(F)F)(C(F)(F)F)N=C2SC=CN12,2,13,0,0.0,-0.9,9,-0.36,1,2
O=C(O)c1ccccc1OCc1ccccc1Cl,3,8,.,0.3,-0.1,11,0.0069,1,2
O=C1CC(c2ccncc2)c2cc3c(cc2N1)OCO3 (stereo unspecified),-12,-1,-1,0.0,-2.3,4,-1.3,-9,-3
COCC(C)NC(=O)c1ccccc1OC(C)=O (stereo unspecified),-4,7,2,-1.4,-0.5,21,-0.31,-5,1
N#C/C(C(=O)Oc1ccccc1)=C1\C=CC=CN1,-11,12,0,-0.2,-1.1,14,.,-1,4
CC12C=CC3(CN(Cc4ccccc4)C(=O)C3C1C(=O)NC1CC1)O2 (stereo unspecified),3,1,5,0.0,-1.8,11,0.063,3,3
CN1CCN(Cc2nc(Cc3ccccc3)no2)CC1c1ccccc1 (stereo unspecified),.,7,.,-1.4,0.8,6,.,3,1
O=C(Nc1nccs1)C1Cc2ccccc2CN1S(=O)(=O)c1ccc(F)cc1 (stereo unspecified),7,0,2,0.2,0.9,17,-0.17,1,2

# Sorted by value in Rad51 HR inh (high to low): 5 from the list above.
structure | hK5 inh | Hck Nef HTS | Rad51 HR inh | FXIIa inh | KCC2 mod | thrombin 1536 | FXIa inh
COc1ccc(C)cc1NC(=O)CNc1ccc(C(C)=O)cc1 | -7 | -4 | 23 | -1 | 0.38 | -2 | 16
COCC(C)NC(=O)c1ccccc1OC(C)=O (stereo unspecified) | -4 | 7 | 2 | 21 | -0.31 | -5 | 1
COc1cnc(-c2ccccn2)nc1Sc1ccc(Cl)cc1 | -22 | 2 | 1 | 17 | . | 1 | 2
O=C1NC(C(F)(F)F)(C(F)(F)F)N=C2SC=CN12 | 2 | 13 | 0 | 9 | -0.36 | 1 | 2
O=C1CC(c2ccncc2)c2cc3c(cc2N1)OCO3 (stereo unspecified) | -12 | -1 | -1 | 4 | -1.3 | -9 | -3

# Structural class: the compounds so far with an NH in an aromatic ring.
SMILES,hK5 inh,Hck Nef HTS,Rad51 HR inh,L929 necroptosis,TNF necrop inh,FXIIa inh,KCC2 mod,thrombin 1536,FXIa inh
COc1ccc(OC)c(-n2c(=S)[nH]c3cc(C(=O)N4CCC(C(N)=O)CC4)ccc3c2=O)c1,-6,-1,-3,-0.2,-0.9,7,-0.029,-3,-3
O=C(Nc1nn[nH]n1)c1cc(-c2ccc(Cl)c(Cl)c2Cl)nc2ccccc12,2,119*,-7,1.6,-0.1,6,-0.034,-5,0
S=c1[nH]nc(-c2cc(-c3ccccc3)n[nH]2)n1/N=C/c1ccc(Cl)cc1,7,44,5,1.3,-1.0,4,0.033,-4,2
O=c1c2cc(N3CCOCC3)ccc2[nH]c(=S)n1CCCN1CCCC1,4,0,-2,0.4,-0.6,4,0.5,-4,-6
Cc1[nH]n(-c2ccccc2)c(=O)c1C=NCc1ccco1,-4,15,-4,-0.2,0.3,5,0.45,.,2
